Mm-Cpn inhibitor = inhibitors of Methanococcus maripaludis chaperonin (MmCpn); purified Mm-Cpn ATPase, ADP Transcreener TR-FRET; Potency, µM (highest dose often 76.9 µM), for inactives: at the highest dose activity, negative = inhibition, most hits filed as inhibitors; 330,000 tested, 0.031% active; note: potency is the fitted concentration of half-maximal effect; % is set by controls: 0 for no effect and ±100 for the full control effect; nearly all actives have a fitted effect of over 80% in size
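ATP (10 uM final) was added to archaeal chaperonin (25 nM final) after 10 min exposure to test compound at 37°C; after 30 min further incubation, ADP was detected by competitive TR-FRET.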
Akt phos inh = inhibitors of Akt phosphorylation | AID 651550 | activity change, % for hits at 50 µM | Neuro2A IGF-stimulated pAkt S473 HTRF, 20 min; active compounds read low | 360,000 tested, 0.32% active; in the data active = activity change below about -80%; inconclusive = mostly about -51% to -80%; note: % is set by controls: 0 for no effect and ±100 for the full control effect
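Single-point screen (50 µM final compound) in Neuro2A cells stimulated 20 min with 6 nM IGF at 37 deg C. After lysis, Ser473-phosphorylated Akt read by HTRF (ex 330 nm, em 615/665 nm) as the 665/615 ratio.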
HepG2 tox = kills HepG2 cells in TGF-b inhibitor counter-screen; HepG2 CAGA-GFP viability, ATP luminescence, 18 h; Potency, µM (series often up to 46.1 µM), for inactives: at the top dose activity change, negative = cytotoxicity, most hits filed as cytotoxic; 410,000 tested, 0.76% active; note: potency is the fitted concentration of half-maximal effect; some results filed as inactive show a strong effect at the top dose
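CellTiter-Glo luminescence gave cytotoxicity after 18 hours at 37 degrees C. The cells were HepG2 CAGA-GFP in 1% FBS DMEM, stimulated with 500 pg/mL TGF-beta after compound addition. %Activity was normalised to no-cell wells (complete cell-killing) and DMSO (no toxicity), and curves were fitted and classified.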
TGFb SMAD3 inh = inhibitors of TGF-b signaling | HepG2 CAGA-GFP TGF-b/SMAD3 reporter, GFP fluorescence, 18 h; TGF-beta stimulated, 500 pg/mL final | Potency, µM (highest dose often 46.1 µM), inactives show at the highest dose activity, negative = inhibition, usual class: inhibitors | 410,000 tested, 1.2% active; note: potency is the fitted concentration of half-maximal effect; % is set by controls: 0 for no effect and ±100 for the full control effect; nearly all actives have a fitted effect of over 65% in size
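Using HEPG2 CAGA-GFP reporter cells at 1000 cells/well, we pinned test compounds, stimulated with recombinant TGF-beta (500 pg/mL final) and measured total well GFP after 18 h.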
CCT modulator = modulators of cytosolic chaperonin (CCT/TRiC) activity; purified chaperonin ATPase assay, HTRF ADP detection, 30 min; activity change, % (no concentration beside the values), hits read low; 360,000 tested, 0.3% active; in the data active = activity change below about -30%; note: % is set by controls: 0 for no effect and ±100 for the full control effect
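We incubate TRiC, 40 or 20 nM final, with library compounds at 76 uM and 10 uM ATP for 30 min at 37 °C. ADP formed is detected with Transcreener HTRF reagents after 30 min at room temperature.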
Nrf2 activator = Nrf2 pathway activation | AREc32 ARE-luciferase reporter (MCF7-derived line), luminescence, 24 h | AID 624171 | 410,000 tested, 0.31% active | Potency, µM (highest dose often 46.1 µM), for inactives: at the top dose activation, most hits filed as activators; note: potency is the fitted concentration of half-maximal effect; % of control where 0% means no effect; nearly all actives have a fitted effect of over 65% in size
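AREc32 cells carrying an ARE-driven firefly luciferase reporter were seeded at 1000 cells/well in OPTI-MEM with 5% FBS, then exposed to compound for 24 hr at 37 deg C. Luminescence was read with Steady-Glo after 30 min at RT.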
S2 tox = reduces viability in counter-screen for ATXN expression inhibitors. S2 cells (HEK-293 line with an ATXN2-luciferase reporter) viability, CellTiter-Fluor protease fluorescence, 24 h. Potency, µM (series often up to 56.7 µM), most hits filed as cytotoxic. 400,000 tested, 0.49% active; note: potency is the fitted concentration of half-maximal effect; nearly all actives have a fitted effect of over 40% in size
Nrf2 block = inhibitors of Nrf2 signaling. A549 ARE-Fluc reporter, luciferase luminescence, 18-24 h. Potency, µM (series often up to 46 µM), inactives show at the top dose activity change, negative = inhibition, usual class: inhibitors. 360,000 tested, 2.1% active. AID 504444; note: potency is the fitted concentration of half-maximal effect; % is set by controls: 0 for no effect and ±100 for the full control effect; nearly all actives have a fitted effect of over 60% in size
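Reporter: ARE-Fluc in A549. Exposure: 18-24 h, 37 °C, 5% CO2, 5% FBS OPTI-MEM. Readouts: fluorescent cytotoxicity (CellTiter-Fluor), then luminescent Nrf2 signal after BugLite.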
A549 tox = kills or reduces viability of A549 cells in Nrf2 counter-screen. Potency, µM (series often up to 46 µM), without a hit: at the top dose activity change, negative = cytotoxicity, most hits filed as inhibitors. AID 504648. 390,000 tested, 0.16% active. A549 ARE-Fluc cells, CellTiter-Fluor viability, 18-24 h; note: potency is the fitted concentration of half-maximal effect; % is set by controls: 0 for no effect and ±100 for the full control effect
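Cytotoxicity counterscreen: CellTiter-Fluor fluorescence was measured in A549 ARE_Fluc cells after 18-24 h of compound exposure in a concentration series. The subsequent BugLite luminescent read reports ARE-luciferase activity.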
An asterisk follows results filed as active; i = inactive; ? = inconclusive; · = not tested or not shown; & = joins results of further samples. Unless noted, calls come from the whole dose curve; as a rule, active = well fitted curve in the direction sought with a large enough effect; inconclusive = small, poorly fitted or top-dose-only effect, or another doubt; inactive = no such curve, though single readings can be large; an effect the other way counts as inactive or inconclusive.

SMILES	Mm-Cpn inhibitor	Akt phos inh	HepG2 tox	TGFb SMAD3 inh	CCT modulator	Nrf2 activator	S2 tox	Nrf2 block	A549 tox
CCN1CCN(CCCNC(=O)c2ccc3c(c2)N(Cc2ccc(C)cc2)CCS3)CC1	-8%	i	-29%	7%	-2.6	-0.1%	i	3%	?
Cc1ccccc1NC(=O)c1ccccc1NC(=O)c1ccco1	0%	i	-12%	4%	-1.4	0.9%	i	-18%	-4%
COc1ccc(N2CCN(C(CNC(=O)C(=O)NC3CC3)c3ccco3)CC2)cc1 (stereo unspecified)	-1%	i	14%	10%	-1.5	0.2%	i	1%	1%
CCC(=O)N1CCC1(C)C(=O)Nc1cccc(Oc2ccccc2)c1 (stereo unspecified)	·	i	2%	12%	-2.4	2.8%	i	·	·
Nc1ccc(CCn2ccnc2)cc1	-1%	i	0%	0%	-2.7	1.6%	?	7%	3%
CC1CCN(S(=O)(=O)N2CCCC(C(=O)NCc3ccc(F)cc3)C2)CC1 (stereo unspecified)	5%	i	1%	-16%	0.4	0.2%	i	-6%	0%
C[C@]12C(=O)N(c3ccc(Br)cc3)C(=O)N1[C@H]1c3ccccc3OC[C@@H]1[C@H]2c1ccccc1	-1%	i	-9%	4%	-1.3	-0.7%	i	-14%	4%
CC(=O)Nc1ccc(NC(=O)CSc2nnc(C)c(=O)n2N)cc1	2%	i	5%	-8%	-1.5	0.0%	i	1%	1%
CC(C)NC(=S)N/N=C/C1=CCC2CC1C2(C)C (stereo unspecified)	-1%	i	-31%	?	-4.7	0.3%	i	-14%	?
Cc1ccn2c(Nc3ccc4c(c3)OCCO4)c(-c3cccs3)nc2c1	·	·	-24%	8%	·	12%	i	6%	-8%
COc1cc(CC(=O)NCC(C)(C)N2CCOCC2)cc(OC)c1OC	2%	i	3%	0%	-0.8	-0.7%	i	0%	-4%
CCCc1cc(=O)[nH]c(SCCOc2ccc(OCC)cc2)n1	1%	i	2%	5%	-0.7	4.0%	i	3%	-2%
COc1cccc(NC(=O)NC2CCCCCCC2)c1	-2%	i	-7%	0%	-0.3	-0.6%	i	28%	-1%
O=C1OCCC1Sc1nc2ccccc2c(=O)n1Cc1ccccc1 (stereo unspecified)	-5%	i	18%	0%	0.9	-0.7%	i	9%	2%
CC/C(O)=C1\C(=O)CC(C)(C)CC1=NCCc1nc2ccccc2[nH]1	1%	i	-3%	0%	-3.5	0.1%	i	-14%	1%
O=P(Cc1ccncc1)(c1ccccc1)c1ccccc1	-6%	i	6%	5%	-0.8	-0.6%	i	4%	0%
C=C1C=CS(=O)(=O)N(C(CC(C)C)C(=O)OC)C1 (stereo unspecified)	·	·	-25%	-27%	·	·	·	16%	-3%
CCOC(=O)Nc1sc(=S)n(C)c1C	2%	i	3%	5%	-0.6	-0.7%	i	6%	13%
COc1ccc(CNC(=S)Nc2ccc(Br)cc2)cc1	0%	i	-22%	?	-0.6	2.9%	i	?	-1%
CC(NC(=O)c1cncc(Br)c1)c1ccc(S(N)(=O)=O)cc1 (stereo unspecified)	0%	i	-32%	-3%	-1.8	-0.3%	i	-2%	-7%
Cc1cc(C(=O)c2ccc3ccccc3c2)c(C)o1	·	i	-62%	-23%	1.9	3.2%	?	10%	2%
CC1(C)SC(=Nc2ccccc2)N(S(=O)(=O)c2ccccc2)C1=O	0%	i	-1%	8%	-3.2	-0.5%	i	6%	-5%
COc1cc(-c2nnc(SCc3cccnc3)n2C)cc(OC)c1O	-1%	·	6%	0%	-1.2	-0.7%	i	-13%	3%
C=CCn1c(C)nnc1SCC(=O)Nc1nc(C)c(C(=O)N(C)C)s1	-2%	i	-6%	-10%	-0.9	0.3%	i	2%	16%
O=C(CO/N=C/c1ccc(OC(F)F)cc1)NCc1cccs1	1%	i	5%	6%	0.2	0.2%	i	-11%	15%

Next entries.
SMILES	Mm-Cpn inhibitor	Akt phos inh	HepG2 tox	TGFb SMAD3 inh	CCT modulator	Nrf2 activator	S2 tox	Nrf2 block	A549 tox
CN(C)S(=O)(=O)c1ccc(Cl)c(C(=O)Nc2cccc([N+](=O)[O-])c2)c1	1%	i	-28%	?	-2.0	13%	·	9.2µM*	-1%
CCC1CCCCN1C(=O)CSc1nnc(CNC(=O)c2cc(OC)c(OC)c(OC)c2)o1 (stereo unspecified)	1%	i	1%	-3%	-1.6	0.5%	i	-1%	-1%
O=C(Cc1ccc(Br)cc1)OCC(=O)c1ccc[nH]1	-3%	i	-8%	6%	0.8	0.4%	i	12%	3%
CCOC(=O)c1ccc(NC(=O)c2nc[nH]c2C(=O)N[C@@H](C)C(=O)OC(C)(C)C)cc1	2%	i	2%	6%	-0.1	14%	i	-27%	1%
CC(C)CN(Cc1c(O)ccc2ccccc12)CC(C)C	1%	i	-5%	?	0.7	12%	i	0%	0%
Cc1cccc(NC(=O)c2sc3nc(-c4ccc(F)cc4)cn3c2C)n1	-7%	i	0%	0%	-1.1	-0.6%	?	?	1%
CCOC(=O)N1CCN(S(=O)(=O)c2ccc3c(c2)CCN3C(=O)C2CC2)CC1	1%	i	4%	2%	0.9	0.2%	i	0%	19%
CCOC(=O)C1(C)CCN1C(=O)c1ccc(N(C)C)cc1 (stereo unspecified)	·	i	-2%	0%	-1.1	-0.4%	i	·	·
Cc1ccc(CNC(=O)c2ccc(Cl)c(S(=O)(=O)N3CCCCC3)c2)cc1	-1%	i	-29%	?	-1.7	1.4%	i	?	-5%
COc1ccc(CCNC(=O)COc2ccc(C)nc2[N+](=O)[O-])cc1	2%	i	-19%	-16%	0.0	0.1%	i	12%	0%
COC(=O)c1sc(NC(=O)CSc2nnc(C(C)C)n2C)nc1C	-8%	i	-5%	7%	-0.2	-0.1%	i	6%	-6%
CCOC(=O)/C(=C/c1ccc(F)cc1)NC(C)=O	0%	i	-10%	14%	-0.4	-2.4%	i	-2%	-2%
CCn1c(Cc2c(C)[nH]c3ccccc23)nnc1SCC(=O)NCc1ccco1	0%	i	7%	?	-1.3	0.0%	i	0%	-5%
Cc1nn(-c2ccccc2)c(N)c1C1(O)C(=O)Nc2ccccc21 (stereo unspecified)	1%	i	5%	-12%	0.4	0.3%	i	-2%	0%
O=C(Nc1cccc(Cl)c1Cl)c1ccco1	·	i	-67%	?	0.7	?	?	·	·
CCCCCn1c(=S)[nH]c2ncccc2c1=O	1%	i	-2%	-4%	-0.8	-0.1%	i	4%	0%
O=C(CCc1ccccc1F)N1CCN(c2ccccc2)CC1	-2%	i	-2%	-1%	-1.1	-0.7%	i	-15%	-7%
COc1cc(O)c2c(=O)cc(-c3ccccc3)oc2c1	·	i	-39%	6%	0.2	?	i	9%	7%
CCC(=O)N(Cc1ccco1)c1nc(-c2ccc(OC)cc2)cs1	2%	i	-30%	-4%	-2.0	-0.1%	i	-3%	-2%
Cc1cc(C)cc(NC(=O)Nc2ccc3c(c2)CCC3)c1	3%	i	-4%	-5%	0.7	0.0%	i	0%	0%
Cc1c(CC(=O)N2C[C@H]3C[C@@H](C2)c2cccc(=O)n2C3)c(=O)oc2cc3occ(C(C)(C)C)c3cc12	0%	i	-4%	-19%	-1.4	0.4%	i	1%	-1%
CC(C)(C)CC(=O)Nc1nnc2n1CCS2	·	·	1%	5%	·	0.4%	i	·	-8%
COc1ccccc1-c1csc2ncnc(Sc3nnnn3C)c12	2%	·	-13%	?	·	?	i	?	9%&-1%
CCOC(=O)c1cc(-c2ccc(C)cc2)n(CCCC(=O)Nc2cc(C)ccc2C)c1	·	·	-50%	-24%	·	3.2%	·	·	0%
C/C(=C\c1ccc(C)o1)C(=O)c1c(C)cc(C)[nH]c1=O	-14%	i	2%	-16%	1.0	-0.1%	i	-8%	-8%

Remaining list, next part.
SMILES	Mm-Cpn inhibitor	Akt phos inh	HepG2 tox	TGFb SMAD3 inh	CCT modulator	Nrf2 activator	S2 tox	Nrf2 block	A549 tox
CN(C)C(=O)CSc1nc(-c2cccs2)c(-c2cccs2)[nH]1	-18%	i	5%	-4%	0.5	0.0%	i	-15%	-4%
Cc1cccc(C)c1NC(=O)CN1CCc2ccccc2C1	·	i	-19%	-4%	-0.3	-0.7%	i	-7%	4%
COc1ccc(-c2cc(C(F)(F)F)n3nc(C(=O)O)cc3n2)cc1OC	-6%	i	-4%	18%	-0.5	0.1%	i	·	-14%
O=C(CSCc1ccccc1Br)N/N=C/c1ccc2c(c1)OCO2	1%	i	18%	0%	-1.7	2.6%	i	?	0%
CCN(Cc1ccccc1)C(=O)CN1C(=S)NC(C)(C)CC1C (stereo unspecified)	1%	i	4%	?	-1.5	-1.1%	i	0%	3%
CC(C)C(=O)NC(=S)Nc1ccccn1	0%	i	1%	-5%	0.3	-0.5%	i	3%	0%
COc1cc(C(=O)NCCCNc2nc3cc(C)cc(C)c3cc2C#N)cc(OC)c1OC	-2%	i	-6%	1%	1.6	0.8%	i	-2%	4%
COc1cc(/C=N/NC(=O)c2ccc([N+](=O)[O-])cc2Cl)cc(Br)c1O	0%	i	-14%	0%	-0.3	-0.6%	i	7%	2%
CCOc1ccc(C2CC(=O)Nc3c2c(=O)nc(SCc2ccccc2C)n3C)cc1OC (stereo unspecified)	·	·	2%	-2%	·	0.6%	i	-7%	-6%

Entries shown so far with a Cl atom (four):
SMILES	Mm-Cpn inhibitor	Akt phos inh	HepG2 tox	TGFb SMAD3 inh	CCT modulator	Nrf2 activator	S2 tox	Nrf2 block	A549 tox
CN(C)S(=O)(=O)c1ccc(Cl)c(C(=O)Nc2cccc([N+](=O)[O-])c2)c1	1%	i	-28%	?	-2.0	13%	·	9.2µM*	-1%
Cc1ccc(CNC(=O)c2ccc(Cl)c(S(=O)(=O)N3CCCCC3)c2)cc1	-1%	i	-29%	?	-1.7	1.4%	i	?	-5%
O=C(Nc1cccc(Cl)c1Cl)c1ccco1	·	i	-67%	?	0.7	?	?	·	·
COc1cc(/C=N/NC(=O)c2ccc([N+](=O)[O-])cc2Cl)cc(Br)c1O	0%	i	-14%	0%	-0.3	-0.6%	i	7%	2%
